Screening data from PubChem BioAssay.
phage Ecoli inh: E. coli growth loss with phage present; growth absorbance; inhibition, % at 11.9 µM; 0.26% of 360,000 active; AID 651602; in the data active = inhibition above about 11%
PfHsp90 yeast 2: reduces growth (ATP signal) of yeast expressing P. falciparum Hsp90; S. cerevisiae expressing PfHsp90, BacTiter-Glo ATP, 48 h; yeast lacking PDR1 and PDR3 efflux regulators; inhibition, % at 9.4 µM; 0.32% of 310,000 active; AID 504621;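 active = every replicate shows inhibition above about 80%, whatever the replicate mean, limit read from the data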;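 also: 0% = DMSO neutral controls and 100% = 20 µM radicicol positive controls; yeast relying on Plasmodium falciparum Hsp90 in place of its own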
MOR-DOR ag: OPRM1-OPRD1 heterodimerization agonism; cells, luminescence; AID 504326; activation, % at 9.3 µM; 0.3% of 340,000 active; P35372+P41143; in the data active = activation above about 18%;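 also: 0% = vehicle-treated cells and 100% = reference agonist; values of inactives mirror those of a sister screen read the other way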
Target sequence (P35372 whole entry, looked up): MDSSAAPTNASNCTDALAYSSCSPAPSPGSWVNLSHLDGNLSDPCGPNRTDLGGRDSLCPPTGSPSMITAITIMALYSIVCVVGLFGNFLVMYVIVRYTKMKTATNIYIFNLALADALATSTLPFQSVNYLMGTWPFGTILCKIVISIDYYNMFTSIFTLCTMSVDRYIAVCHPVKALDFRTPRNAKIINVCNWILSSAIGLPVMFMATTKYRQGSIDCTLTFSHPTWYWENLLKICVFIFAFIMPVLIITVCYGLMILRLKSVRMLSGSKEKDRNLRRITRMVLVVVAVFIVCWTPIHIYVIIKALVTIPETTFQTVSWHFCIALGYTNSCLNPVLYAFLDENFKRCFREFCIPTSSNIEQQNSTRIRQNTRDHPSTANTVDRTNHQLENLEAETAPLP
Target sequence (P41143 whole entry, looked up): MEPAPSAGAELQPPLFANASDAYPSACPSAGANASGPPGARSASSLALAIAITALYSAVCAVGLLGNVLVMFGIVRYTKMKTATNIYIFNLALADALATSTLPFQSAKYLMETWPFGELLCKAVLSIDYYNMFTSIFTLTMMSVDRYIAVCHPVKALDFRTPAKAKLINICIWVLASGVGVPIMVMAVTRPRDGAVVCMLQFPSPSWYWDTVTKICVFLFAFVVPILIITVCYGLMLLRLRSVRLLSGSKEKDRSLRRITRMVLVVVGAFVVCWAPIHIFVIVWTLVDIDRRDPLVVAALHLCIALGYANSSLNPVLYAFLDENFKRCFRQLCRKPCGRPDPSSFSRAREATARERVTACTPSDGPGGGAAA
PKA-R2B activ: activators of human PKA-R2B complex | P22694+P31323 | PKA-R2B holoenzyme dissociation, Cy5-IP20 fluorescence polarization; R2B truncated from residue 108, S112A mutant; 0% DMSO only, 100% 113 µM cGMP | activation, % at 11.4 µM | 0.079% of 340,000 active;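 active = activation above a cutoff set at the mean over all compounds plus 3 SD, cut at about 18% in these data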;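 also: higher means more holoenzyme dissociation and a rise in polarization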
Ecoli viability: bacterial growth inhibition, counter-screen for AddAB inhibitors; E. coli V3065 growth, OD600 absorbance, 18 h; inhibition, % at 11.9 µM; 0.27% of 330,000 active; AID 449728;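 active = inhibition above the campaign's mean inhibition across all tested compounds plus 3 SD, cut at about 9.9% in these data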;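 also: uninfected addAB+ strain grown without phage in ampicillin broth; 0% = DMSO wells and 100% = ciprofloxacin 0.95 µg/ml wells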
HTR5A inv ctr: HTR5A inverse agonism, opioid heterodimer counter-screen; inhibition, % at 9.3 µM; HTR5A cell line, luminescence; 0.083% of 340,000 active; P47898; in the data active = inhibition mostly above about 23%, no sharp cut-off; inactive = mostly below about 18%;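 also: 0% = cells with DMSO and 100% = no-cell wells with DMSO; some compounds called inactive have numbers as strong as hits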
SUMO Mot1 rescue: SUMOylation pathway inhibition by Mot1-301 growth rescue; S. cerevisiae Mot1-301 growth rescue, ATP luminescence, 38.5C; percent above DMSO median, 100 means doubled; 1% of 320,000 active; growth rescue, % at 18.8 µM;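 active = every valid replicate shows activation above 250% relative to neutral control wells; inactive = the rest, any valid replicate at or below 250%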;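 also: OY570 slx delta 5 strain wells were the positive control but not used for scaling; some compounds called inactive have numbers as strong as hits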
OPRM1-OPRD1 inv: inverse agonist of human OPRM1-OPRD1 heterodimerization. P35372+P41143. cell-based MOR-DOR heterodimer luminescence, inverse agonism. inhibition, % at 9.3 µM. 0.21% of 340,000 active. AID 504357; in the data active = inhibition above about 22%, passing the limit was not always enough;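 also: 0% = cells with DMSO and 100% = wells without cells with DMSO; values of inactives mirror those of a sister screen read the other way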
PKA-R1A activ: PKA-R1A complex activation | PKA-R1A dissociation, Cy5-IP20 fluorescence polarization; scaled: DMSO 0%, 113 µM cGMP 100% | activation, % at 11.4 µM | 0.083% of 340,000 active;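 active = percent activation above the mean of all tested compounds plus 3 SD, cut at about 19% in these data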;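 also: higher means more PKAc released from R1A so a rise in polarization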
AddAB inh: less growth of phage-infected E. coli with AddAB | E. coli expressing H. pylori AddAB, absorbance growth | inhibition, % at 11.9 µM | 0.29% of 330,000 active | AID 435030; in the data active = inhibition above about 12%;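 also: 0% = vehicle wells of infected cells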
Tat export inh: blocks Tat-dependent protein export in E. coli. E. coli MC4100 TorA-mCherry Tat export, fluorescence. inhibition, % at 10 µM. 0.036% of 340,000 active. AID 488895;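 active = mean replicate inhibition at least 50% and at least half of replicates individually reaching 50%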;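 also: exported cargo escapes ClpAP degradation while cytoplasmic cargo is degraded and loses fluorescence; 0% = median of neutral control wells and 100% = median of NaSCN control wells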
Active calls of the source: *; . = no result given.

SMILES	phage Ecoli inh	PfHsp90 yeast 2	MOR-DOR ag	PKA-R2B activ	Ecoli viability	HTR5A inv ctr	SUMO Mot1 rescue	OPRM1-OPRD1 inv	PKA-R1A activ	AddAB inh	Tat export inh
O=C(CN(c1cccc([N+](=O)[O-])c1)S(=O)(=O)c1ccccc1)NCc1cccnc1	0.9	-25	0.7	5	-0.4	-13	108	-5	-11	4.4	2
Cc1cccc(/C=N/Nc2ccc3ccccc3n2)c1	-2.2	18	3.7	-2	-0.8	9	-14	-19	1	-0.9	3
COc1ccc(N2CCN(C(=O)NC3CC(=O)N(c4ccc(OC)cc4)C3)CC2)cc1 (centres undefined)	-1.1	11	-2.0	-1	0.9	-30	13	10	-11	-0.5	-5
COc1ccc(Cl)cc1NC(=O)CCc1nnc2ccc(N3CCN(C)CC3)nn12	0.2	18	-2.5	-5	-1.4	-47	-11	12	-18	2.4	-6
COc1ccc(N(CC(C)C)S(=O)(=O)c2nnc(NC(=O)CC(C)C)s2)cc1	3.7	7	2.8	6	.	-3	-2	-13	1	.	9
Cc1cc(C)cc(NC(=O)[C@H](Cc2c[nH]c3ccccc23)NC(=O)[C@@H]2Cc3ccccc3CN2)c1	2.9	3	-1.0	-7	-1.8	24	7	5	-8	1.2	-1
CC1(C)NC(=O)N(CC(O)COc2ccc(N3C(=O)c4ccccc4C3=O)cc2)C1=O (centres undefined)	0.7	-10	-1.5	2	0.9	4	6	9	-2	-1.0	4
Cc1ccc(NC(=O)c2cc(S(=O)(=O)N3CCCCC3)c[nH]2)cc1F	5.5	12	2.7	4	-0.1	-23	-7	-15	-9	-1.7	-4
CCC1c2ccc(C)n2CCN1C(=O)Nc1ccccc1OC (centres undefined)	1.3	-7	0.8	-5	0.8	8	-2	-5	-14	3.0	1
CCc1nc(N2CCN(C(=O)CCl)CC2)c2c3c(sc2n1)CC(C)CC3 (centres undefined)	2.4	1	-3.3	-9	-0.8	8	18	16	-3	3.4	-1
Cc1ccc(SCCNC(=O)c2ccc(C)c(S(=O)(=O)Nc3ccccc3C)c2)cc1	-0.2	-8	0.6	-4	-2.5	10	-4	-3	1	0.6	5
CCOC(=O)c1cccc(OC(=O)CCNC(=O)c2ccc(Cl)cc2)c1	2.1	3	-2.1	7	-0.3	18	-10	9	1	0.8	1
O=C(COC(=O)c1ccc[n+]([O-])c1)Nc1ccc([N+](=O)[O-])cc1Cl	0.1	.	-0.3	-9	-1.5	-7	-9	1	-5	-2.0	1
COC(=O)C1=C(C)NC(C)=C(C(=O)OC)C1C(=O)OCC(=O)Nc1ccc(C(C)=O)cc1	-1.9	3	0.9	0	-1.6	-13	39	-5	0	-0.8	0
Cc1nc(N2CCCCC2)c2c(C)c(C(=O)Nc3cccc(C(F)(F)F)c3)sc2n1	2.5	26	10.0	-7	-2.5	0	-2	-68	-1	1.3	1
Cn1c(-c2ccccc2)c(/C=N/NC(=O)c2cccnc2)c2ccccc21	2.8	8	-2.2	7	-2.6	5	4	11	3	0.1	6
O=C(Nc1ccc2c(c1)OCO2)c1ccc(Cl)s1	4.0	-5	0.2	3	0.7	-4	20	-1	5	1.4	0
Cc1ccc(Cn2c(=N)n(CC(O)COc3ccccc3)c3ccccc32)cc1 (centres undefined)	5.1	-9	24*	-7	5.4	8	1	-140	-2	7.7	-5
Cc1ccc(NC(=O)CSCC(=O)Nc2nnc(C)s2)cc1	4.9	-10	-0.7	0	0.6	4	18	5	-5	1.2	-4
COc1cccc(/C=N/NC(=O)CSc2ccccc2C)c1O	4.2	7	-2.2	-3	-3.1	13	.	13	-14	2.0	-4
O=C(COC(=O)c1ccco1)NCc1cccs1	3.7	3	-1.3	-6	-0.1	5	2	7	-2	3.4	-2
CCn1nc(NS(=O)(=O)c2ccccc2[N+](=O)[O-])c2cc3ccc(C)cc3nc21	.	-12	-2.6	2	-0.9	6	27	13	6	3.6	-4
COc1ccccc1C(=O)Nc1ccc(N2CCN(S(C)(=O)=O)CC2)cc1	1.4	.	-2.8	-8	0.4	-22	-5	16	-9	0.9	-11
NCC(=O)Nc1ccc(Br)cc1	3.8	.	-0.8	-6	-0.9	16	.	4	5	1.5	-4
CC1CCCN(CCCNC(=O)CCn2nc(-c3ccccc3)ccc2=O)C1 (centres undefined)	1.2	-18	0.2	4	-0.7	-4	5	-1	-3	0.5	-1

Retrieved by compound from above (two):
SMILES	phage Ecoli inh	PfHsp90 yeast 2	MOR-DOR ag	PKA-R2B activ	Ecoli viability	HTR5A inv ctr	SUMO Mot1 rescue	OPRM1-OPRD1 inv	PKA-R1A activ	AddAB inh	Tat export inh
O=C(COC(=O)c1ccc[n+]([O-])c1)Nc1ccc([N+](=O)[O-])cc1Cl	0.1	.	-0.3	-9	-1.5	-7	-9	1	-5	-2.0	1
Cc1ccc(SCCNC(=O)c2ccc(C)c(S(=O)(=O)Nc3ccccc3C)c2)cc1	-0.2	-8	0.6	-4	-2.5	10	-4	-3	1	0.6	5

Part of the list above, reduced to OPRM1-OPRD1 inv.
canonical_smiles | OPRM1-OPRD1 inv
Cc1ccc(Cn2c(=N)n(CC(O)COc3ccccc3)c3ccccc32)cc1 (centres undefined) | -140
COc1ccc(N2CCN(C(=O)NC3CC(=O)N(c4ccc(OC)cc4)C3)CC2)cc1 (centres undefined) | 10
O=C(COC(=O)c1ccc[n+]([O-])c1)Nc1ccc([N+](=O)[O-])cc1Cl | 1

Full records, looked up by structure. Order of screens: phage Ecoli inh, PfHsp90 yeast 2, MOR-DOR ag, PKA-R2B activ, Ecoli viability, HTR5A inv ctr, SUMO Mot1 rescue, OPRM1-OPRD1 inv, PKA-R1A activ, AddAB inh, Tat export inh
Entry for `COc1ccc(Cl)cc1NC(=O)CCc1nnc2ccc(N3CCN(C)CC3)nn12` → 0.2, 18, -2.5, -5, -1.4, -47, -11, 12, -18, 2.4, -6
Entry for `O=C(COC(=O)c1ccco1)NCc1cccs1` → 3.7, 3, -1.3, -6, -0.1, 5, 2, 7, -2, 3.4, -2
Entry for `COc1ccc(N2CCN(C(=O)NC3CC(=O)N(c4ccc(OC)cc4)C3)CC2)cc1` (centres undefined) → -1.1, 11, -2.0, -1, 0.9, -30, 13, 10, -11, -0.5, -5
Entry for `COc1ccccc1C(=O)Nc1ccc(N2CCN(S(C)(=O)=O)CC2)cc1` → 1.4, ., -2.8, -8, 0.4, -22, -5, 16, -9, 0.9, -11
Entry for `NCC(=O)Nc1ccc(Br)cc1` → 3.8, ., -0.8, -6, -0.9, 16, ., 4, 5, 1.5, -4

Additional compounds.
SMILES	phage Ecoli inh	PfHsp90 yeast 2	MOR-DOR ag	PKA-R2B activ	Ecoli viability	HTR5A inv ctr	SUMO Mot1 rescue	OPRM1-OPRD1 inv	PKA-R1A activ	AddAB inh	Tat export inh
CCn1cc(C(=O)O)c(=O)c2cc(F)c(N3CCN(C(=O)Nc4ccccc4)CC3)cc21	97*	1	-1.9	-11	101*	-10	9	10	-6	101*	24
Cc1ccc(S(=O)(=O)N2CCN(C(=O)COC(=O)/C=C/c3ccc(F)cc3)CC2)c(C)c1	2.9	-11	0.6	-17	-2.4	14	16	-3	-12	-0.7	-7
CC(C)OCCCNC(=O)C(Cc1ccccc1)NS(=O)(=O)c1ccc2c(c1)CCC(=O)N2 (centres undefined)	1.1	-10	-2.7	-8	-0.9	-11	34	14	-3	4.9	-3
O=C(/C=C/c1ccc(F)cc1)NCCNC(=O)/C=C/c1ccc(F)cc1	7.4	3	.	.	-5.3	.	165	.	.	0.8	3
O=C(Nc1ccc2oc(=O)ccc2c1)c1cc([N+](=O)[O-])ccc1N1CCOCC1	5.0	0	-1.9	4	0.4	-10	-2	10	-6	-2.1	2
Cc1ccc(Cl)cc1OCC(=O)NCCOC(=O)Nc1sc(=S)n(C)c1C	1.0	-7	-0.6	1	-3.7	4	-5	3	-1	-1.7	0
Cc1nn2c(N3CCOCC3)cc(C(C)(C)C)nc2c1-c1ccc(Cl)cc1	-0.6	-18	-3.0	-24	.	5	.	15	3	.	3
CC(C)(C)[C@H]1COC(=O)[C@@H](Cc2ccc(F)cc2)C/C=C\C[C@@H](CC(=O)N[C@@H](CO)Cc2ccccc2)C(=O)N1	3.5	7	1.3	-9	-1.2	3	-6	-7	4	0.7	4
Cc1ccc(CN2CCNC(=O)C2CC(=O)NCC(F)(F)F)o1 (centres undefined)	3.4	-3	-0.2	6	1.0	-2	735	1	-1	-0.4	6
O=C1CCCN1CCCNS(=O)(=O)c1ccc(F)c(F)c1	0.0	4	-1.6	-7	1.5	-20	-5	9	-8	1.6	9
COc1ccc(C(=O)N2CCc3cc4c(cc3C2C)OCCCO4)cc1 (centres undefined)	3.1	-21	0.6	-4	0.2	1	4	-3	6	3.2	-5
Cc1c(C(c2ccc(Br)cc2)c2c(C)n(C)n(-c3ccccc3)c2=O)c(=O)n(-c2ccccc2)n1C	-0.8	9	-0.2	-7	-2.4	-5	-7	1	-8	0.8	-12
COC(=O)NN=C1CCC(c2ccccc2)CC1 (centres undefined)	2.5	-9	-0.9	3	.	0	-5	5	4	.	-2
Cc1noc(C)c1COC(=O)c1ccc(F)c(S(=O)(=O)N2CCOCC2)c1	1.8	-7	-2.9	-1	-2.3	3	.	13	-10	-0.1	-8
Nc1nc(-c2cccnc2)nc2sc3c(c12)CCCC3	6.2	16	-1.0	1	-0.2	4	-23	7	-4	-0.5	5
CC(C)(C)NC(=O)C(c1ccco1)N(Cc1ccc2c(c1)OCO2)C(=O)Cn1nnc2ccccc21 (centres undefined)	-0.1	-19	-2.4	-14	-1.6	-3	216	13	0	0.3	5
O=C(CN1C(=O)NC2(CCOc3ccccc32)C1=O)c1ccc(F)cc1 (centres undefined)	0.3	1	0.7	8	-1.4	8	-9	-5	-4	0.0	4
O=C(CN1CCN(Cc2ccccc2)CC1)N1CCCc2ccccc21	-0.9	-10	-1.4	3	-1.8	-8	-10	6	-16	-0.7	-4
CCOC(=O)N1CCN(C(=O)CNC(=O)c2nn(-c3ccc(OC)c(OC)c3)c(=O)c3ccccc23)CC1	-0.8	28	-2.6	-3	0.5	5	497*	14	12	2.0	5
Cc1cccc(OCc2nnc(SCC(=O)N3CCN(C(=O)c4ccco4)CC3)n2C)c1C	.	.	-2.6	6	-0.9	6	0	13	1	-1.7	6
Cc1ccccc1-n1nnnc1SCC(=O)NCC1(N2CCOCC2)CCCCC1	1.6	0	-2.4	-7	0.3	1	151	10	1	0.7	-8
O=C(O)CSc1nc2ccc(Cl)cc2[nH]1	0.2	2	-3.6	-12	2.0	14	-8	15	-11	1.9	-11
COc1ccc(/C=N/NC(=O)CNC(=O)COc2ccccc2)cc1	3.2	-9	-1.6	7	-0.7	20	-3	9	1	2.2	-4
Cc1nnc(SCCN2CCOCC2)n1-c1cccc(Cl)c1	-1.9	.	-1.6	3	-1.9	-14	-11	9	-11	1.3	1
COc1ccc(/C=C/c2ccccc2)cc1[C@H]1[C@H]2C=CC[C@@H](C)[C@@H]2C(=O)N1Cc1ccccc1	0.3	10	-2.4	-6	0.0	-14	-4	11	-10	1.4	4
CCn1cnc2cc(NCc3nc4ccccc4n3Cc3ccccc3)ccc21	0.9	23	2.3	-5	-0.5	1	153	-14	-15	0.2	-7
